PABP1 MLLE inh: blocks PAM2 peptide binding to the PABP1 MLLE domain; 360,000 compounds, 0.36% hits; GST-MLLE / FITC-PAM2 fluorescence polarization; inhibition, % at 20 µM; P11940; in the data active = inhibition above about 35%, passing the limit was not always enough;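 note: plate controls were DMSO wells with GST-MLLE for no effect and wells lacking GST-MLLE protein for full effect; some results filed as inactive read as strong as hits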
CSN deneddyl inh: inhibitors of human CSN-mediated cullin deneddylation; Q92905; Purified CSN, SCF-Nedd8-OG deneddylation, fluorescence polarization; inhibition, % at 12.5 µM; 360,000 compounds, 0.38% hits; AID 651999;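 active = pattern-corrected inhibition above about 35%, with an unprinted fluorescence ratio check between 0.5 and 1.5, limit read from the data, passing the limit was not always enough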;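 note: 0% = enzyme with substrate and 100% = substrate without enzyme; some results filed as inactive read as strong as hits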
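Test system: Human Csn5 produced in HEK293T cells | Compound: 12.5 µM single point | Times: 90 min, room temperature | Signal: Fluorescence polarization readout | Read-out basis: % inhibition of substrate cleavage by Csn5 | Controls: no-enzyme wells high, enzyme-with-substrate wells low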
FAS TE block: blocks the thioesterase domain of human fatty acid synthase. P49327. recombinant FAS-TE, OMFH fluorogenic substrate, fluorescence endpoint. inhibition, % at 15 µM. 360,000 compounds, 0.67% hits;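 active = compounds whose normalised, plate-corrected inhibition of enzyme fluorescence in the single-dose primary screen is 50% or more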;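 note: 0% = DMSO with enzyme and 100% = substrate without enzyme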
Neddyl block: inhibitors of human cullin neddylation. TR-FRET cullin neddylation, biochemical. calls only at 25 µM. 360,000 compounds, 0.58% hits; in the data active = inhibition above about 36%
SKN-1 block: blocks SKN-1 activity in C. elegans. C. elegans VP596 Pgst-4::GFP/RFP ratio, acrylamide-induced, 24 h. inhibition, % at 21.8 µM. 360,000 compounds, 0.49% hits;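 active = interference check ratio from 0.5 to 1.5 plus GFP to RFP signal ratio inhibition reaching or exceeding a fixed threshold, cut at about 30% in these data, passing the limit was not always enough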; note: some compounds called inactive have numbers as strong as hits
Rin1-Abl PPI inh: blocks binding of human Rin1 to Abl; P00519+Q13671; TR-FRET Rin1/Abl binding, biochemical; inhibition, % at 7.35 µM; 360,000 compounds, 0.4% hits; in the data active = inhibition above about 5%, passing the limit was not always enough
NadD inh: blocks S. aureus nicotinate mononucleotide adenylyltransferase; AID 602399; inhibition, % at 20 µM; purified NadD enzyme, colorimetric absorbance read-out; 360,000 compounds, 0.78% hits; in the data active = inhibition above about 26%; note: some compounds past the cut are filed as inactive
MT1-MMP act inh: MT1-MMP (human) activation inhibition | P50281 | HT1080 RFP-PRO-GFP cells, GFP/RFP ratio fluorescence, overnight; percent of plate control window, DMSO zero | GFP/RFP ratio change, % at 20 µM | 360,000 compounds, 0.061% hits | AID 651647;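 active = GFP/RFP ratio change of at least 30% with cell ATP level not reduced by more than half and red fluorescence within 50% of control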; note: strong numbers were not always called active
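Assay system: HT1080 RFP-PRO-GFP cells. Benchmarks: DMSO vehicle wells and RFP-L50D-GFP reporter cell wells. Times: overnight cell settling, then overnight compound exposure, 37 °C, 5% CO2. Compound: 20 µM single dose, 1% DMSO. Read-out basis: GFP/RFP fluorescence ratio.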
Rpn11 block: Rpn11 (human) deubiquitinase inhibition | human 26S proteasome, Ub4-pepOG fluorescence polarization; 20S core pre-blocked with epoxomicin | calls only at 20 µM | 360,000 compounds, 0.59% hits | AID 588493;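 active = inhibition at 20 µM, scaled to each plate's controls, above about 33%, limit read from the data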
* = called active by the depositor; i = inactive; / = no result given.

SMILES | PABP1 MLLE inh | CSN deneddyl inh | FAS TE block | Neddyl block | SKN-1 block | Rin1-Abl PPI inh | NadD inh | MT1-MMP act inh | Rpn11 block
CC(C)(C)OC(=O)NCCC(=O)N/N=C/c1ccc2ncccc2c1 | 6 | -2 | -8 | i | -22 | -2 | -1 | 0 | i
COc1ccc(N2Cc3ccccc3C2=NC(=O)c2ccc(C)cc2)cc1OC | -10 | 0 | 1 | i | 9 | 2 | 4 | -2 | i
Cc1ccc(NC(=O)CSc2ncc(-c3ccccc3)n2C(=O)c2ccccc2)cc1 | 12 | 16 | 24 | i | -3 | -4 | 8 | 2 | i
Cc1c(C(=O)N2CCN(c3ncccn3)CC2)oc2c(Cl)cccc12 | -3 | 0 | 9 | i | 17 | 1 | 0 | 1 | i
O=C1CSC(=S)N1c1cccc(F)c1 | 32 | 1 | -2 | i | -6 | 0 | -2 | 13 | i
CCCCCCOC(=O)C(C#N)c1nc2ccccc2nc1N1CCN(CC)CC1 (stereo not drawn) | 0 | -3 | 26 | i | 23 | -5 | 1 | -13 | i
CC(C)=C1C2C=CC1C(C(=O)Nc1cc(C)ccc1C)C2C(=O)O (stereo not drawn) | -6 | -6 | -4 | i | -10 | -2 | 1 | -3 | i
Cn1cc(S(=O)(=O)NC2CCCCC2)c(=O)n(C)c1=O | -9 | -2 | -9 | i | -8 | -1 | -4 | -1 | i
O=S(=O)(Nc1nc2ccccc2nc1NCc1ccco1)c1ccc(Cl)cc1 | -8 | 5 | 7 | i | 6 | 0 | 11 | -4 | i
Cc1ccc(S(=O)(=O)N(C)c2ccc(C(=O)NCC(c3ccco3)N(C)C)cc2)cc1 (stereo not drawn) | -4 | 2 | 0 | i | 13 | 2 | 0 | 5 | i
COc1ccccc1CNC(=O)[C@H](C)NC(=O)C1CCN(C(=O)[C@@H]2CCCN2C(=O)OC(C)(C)C)CC1 | 17 | 1 | -5 | i | -14 | 2 | 2 | -1 | i
CCCC(=O)NCc1ccccc1Cl | 12 | 7 | -2 | i | -6 | 0 | -4 | 1 | i
C[C@@H]1CCCCCCCCC(=O)OCCN(C(=O)OC(C)(C)C)[C@H](C)CCCCCCCCC(=O)OCCN1C(=O)OC(C)(C)C | -12 | -3 | 0 | i | -3 | 0 | 0 | -3 | i
Cc1nnc(SCC(=O)Nc2cccnc2Cl)s1 | -12 | -4 | -2 | i | 6 | 0 | -3 | 0 | i
CCN(CC)S(=O)(=O)c1ccc2c(c1)oc(=O)n2CC(=O)NC1CCCCC1 | 23 | -2 | -3 | i | 14 | -1 | 0 | 0 | i
O=C(Nc1ccccc1-c1nnn(CC(=O)N2CCOCC2)n1)c1ccc(F)cc1 | -2 | 1 | -7 | i | 1 | 0 | -4 | 4 | i
N[C@@H](Cc1ccccc1)C(=O)N1CCOCC1 | -1 | -5 | -10 | i | 9 | 3 | 1 | 0 | i
O=C(COC(=O)c1cnccn1)Nc1cccc2ccccc12 | -9 | 8 | 0 | i | -4 | -2 | -3 | -1 | i
O=C(O)COc1nsnc1N1CCOCC1 | 2 | 2 | -8 | i | 24 | 2 | 2 | 2 | i
O=C1C2C(c3ccccc3)C=CC(c3ccccc3)C2C(=O)N1C1CCCCC1 (stereo not drawn) | -9 | 8 | 25 | i | 10 | 0 | 9 | -1 | i
Cc1cc(NC(=O)CCCN2C(=O)c3cccnc3C2=O)no1 | -10 | -2 | -9 | i | -9 | 3 | 3 | -1 | i
Cc1ccc(-c2ccc(S(=O)(=O)NCc3ccco3)cc2)cc1 | 2 | -7 | -2 | i | -17 | 1 | -3 | 1 | i
Cc1nc(CCNC(=O)CC2C(=O)NCCN2Cc2ccccc2)sc1C (stereo not drawn) | 38* | 0 | -1 | i | 5 | 0 | 2 | 1 | i
CC(=O)C(Sc1ccc2nnc(-c3ccncc3)n2n1)C(C)=O | 17 | 1 | -5 | i | 2 | -2 | -2 | -5 | i
Cc1ccc(/C=C2/C(=O)c3ccc(C(=O)O)cc3C2=O)o1 | 14 | 15 | -7 | i | 23 | 4 | -5 | 7 | i
COc1cc(C(C#N)N2CCCCC2)ccc1O (stereo not drawn) | 15 | 6 | -5 | i | 1 | -3 | 0 | 1 | i
COc1ccc(CCC(=O)Nc2ccccc2C(F)(F)F)cc1 | -2 | -10 | -6 | i | 11 | 3 | 0 | -8 | i
CC(C)c1ccc(CC(=O)N2CCC2(C)C(=O)Nc2ccccc2)cc1 (stereo not drawn) | 5 | -1 | 8 | i | 1 | -1 | -4 | 5 | i
COc1cc(OC)c(CN2CCN(c3ccc(F)cc3)CC2)cc1Br | -4 | -7 | 20 | i | 18 | 1 | 1 | 12 | i
Cc1ccccc1N(CC(=O)N/N=C/c1cc(C)n(-c2ccccc2C)c1C)S(C)(=O)=O | 2 | 3 | 12 | i | 7 | -2 | 6 | -1 | i
COc1ccc(S(=O)(=O)NC(C)C(=O)NCc2ccncc2)cc1C (stereo not drawn) | 11 | 8 | -5 | i | 4 | 1 | 3 | 2 | i
CSCC[C@H](NC(=O)c1cccc(S(=O)(=O)N2CCCCCC2)c1)c1nc2ccccc2[nH]1 | 4 | 3 | 6 | i | 10 | 0 | 2 | -3 | i
Cn1nnnc1SCC(=O)Nc1cc(C(C)(C)C)nn1-c1ccccc1 | -8 | 2 | -5 | i | 12 | 3 | -3 | -5 | i
O=C1C=C(c2cc(F)ccc2F)C[C@@H](c2ccc(Cl)cc2)C1 | 9 | -4 | 32 | i | 5 | -3 | 11 | 2 | i
Cc1ccc(Cl)cc1NC(=O)CCn1cccc1 | -2 | -4 | -1 | i | 14 | 1 | 2 | 1 | i
O=C(NCc1ccco1)C1CC(O)CN1C(=O)Nc1ccccc1 (stereo not drawn) | 21 | -1 | -4 | i | -6 | 1 | 0 | -4 | i
O=C1NCCc2c1[nH]c1c(Cl)ccc(Cl)c21 | -5 | 3 | 4 | i | 25 | -11 | -1 | -10 | i
Cc1ccsc1CN(C)CC(=O)Nc1cccc(S(=O)(=O)N(C)c2ccccc2)c1 | 2 | 1 | 25 | i | -17 | 5 | -2 | -7 | i
O=C(C1CCCO1)N1CCN(C(=S)Nc2ccccc2Cl)CC1 (stereo not drawn) | 13 | 3 | -6 | i | 3 | 5 | 1 | 1 | i
COc1ccccc1C(=O)Nc1ccccc1N1CCOCC1 | 8 | 4 | 0 | i | 7 | -1 | -2 | -1 | i
COc1cc2c(cc1NC(=O)Nc1ccccc1)oc1ccccc12 | -15 | 2 | 38 | / | 7 | -2 | -5 | -1 | i
Cc1ccc(C(=O)/C=C/Nc2ccc(S(=O)(=O)Nc3onc(C)c3C)cc2)cc1 | -1 | -9 | -9 | i | -19 | 3 | 7 | -1 | i
COCCN(C(=O)C1=COCCO1)c1c(N)n(CC(C)C)c(=O)[nH]c1=O | 38 | 0 | -4 | i | 4 | 6 | -1 | 0 | i
COc1cccc2cc(C(=O)N3CCN(c4ccccn4)CC3)c(=O)oc12 | -2 | 1 | -2 | i | 26 | -5 | 0 | 2 | i
O=C(CCNS(=O)(=O)c1ccccc1)NCC1CCCCC1 | 13 | -3 | -9 | i | 2 | 1 | -1 | 6 | i
O=C(COc1ccc(/C=N/NC(=O)C(=O)N2CCCCC2)cc1)Nc1ccccc1Cl | -7 | -10 | -5 | i | 4 | 1 | -2 | 12 | i
CC(C)Oc1cccc(C(=O)C2CCCN(S(C)(=O)=O)C2)c1 (stereo not drawn) | 5 | 4 | 5 | i | 4 | 2 | 1 | -4 | i
O=C(c1ccccc1)c1ccc(-c2ccc(O)cc2)cc1 | -14 | -4 | 11 | i | 9 | 3 | -14 | -10 | i
Cc1ccccc1OCC(=O)NCC1CCCO1 (stereo not drawn) | 4 | 3 | -9 | i | -17 | 1 | -1 | 3 | i
O=C(Nc1nc2ccccc2[nH]1)c1cccs1 | -10 | -2 | 2 | i | -14 | 3 | -19 | 8 | i

Later entries
SMILES | PABP1 MLLE inh | CSN deneddyl inh | FAS TE block | Neddyl block | SKN-1 block | Rin1-Abl PPI inh | NadD inh | MT1-MMP act inh | Rpn11 block
O=CC(=Cc1ccccc1)c1ccccc1 | -1 | -3 | -3 | i | 8 | -1 | -3 | 7 | i
COc1cc(C=O)ccc1OS(=O)(=O)c1ccccc1[N+](=O)[O-] | -9 | 3 | 1 | i | -1 | 2 | 2 | -4 | i
C=CCc1ccc(O)c(-c2ccc(O)c(CC=C)c2)c1 | -5 | 0 | 25 | i | -33 | -2 | 1 | 2 | i
CCCCOc1ccc(Br)cc1/C(C)=N/NC1=NCCN1 | 4 | -3 | -234 | i | -4 | -1 | -8 | 1 | i
c1ccc(-c2nn3c(Cn4nnc5ccccc54)nnc3s2)cc1 | 26 | -2 | -3 | i | 8 | 7 | 0 | 1 | i
CCCN1C(=O)CC(=O)N=C1SCC(=O)Nc1ccccc1F | 4 | 0 | -3 | i | 1 | 3 | -6 | -2 | i
O=C(NCCc1ccccc1)C(=O)NCC1OCCN1S(=O)(=O)c1ccc(Cl)cc1 (stereo not drawn) | -6 | 0 | 2 | i | 7 | -1 | -10 | 4 | i
O=C(COc1ccccc1F)NCCc1ccc2c(c1)OCCO2 | -12 | 2 | -6 | i | 15 | 2 | -1 | -1 | i
CN(C)c1ccc(NC(=O)C2C3C=CC(C3)C2C(=O)O)cc1 (stereo not drawn) | 18 | 2 | -3 | i | 24 | 7 | 0 | 16 | i

Given with two lines to a compound: 11 of the compounds above
Screens in order: PABP1 MLLE inh | CSN deneddyl inh | FAS TE block | Neddyl block | SKN-1 block | Rin1-Abl PPI inh | NadD inh | MT1-MMP act inh | Rpn11 block
> Cc1ccccc1OCC(=O)NCC1CCCO1 (stereo not drawn)
    4 | 3 | -9 | i | -17 | 1 | -1 | 3 | i
> O=C(Nc1nc2ccccc2[nH]1)c1cccs1
    -10 | -2 | 2 | i | -14 | 3 | -19 | 8 | i
> O=CC(=Cc1ccccc1)c1ccccc1
    -1 | -3 | -3 | i | 8 | -1 | -3 | 7 | i
> COc1cc(C=O)ccc1OS(=O)(=O)c1ccccc1[N+](=O)[O-]
    -9 | 3 | 1 | i | -1 | 2 | 2 | -4 | i
> C=CCc1ccc(O)c(-c2ccc(O)c(CC=C)c2)c1
    -5 | 0 | 25 | i | -33 | -2 | 1 | 2 | i
> CCCCOc1ccc(Br)cc1/C(C)=N/NC1=NCCN1
    4 | -3 | -234 | i | -4 | -1 | -8 | 1 | i
> c1ccc(-c2nn3c(Cn4nnc5ccccc54)nnc3s2)cc1
    26 | -2 | -3 | i | 8 | 7 | 0 | 1 | i
> CCCN1C(=O)CC(=O)N=C1SCC(=O)Nc1ccccc1F
    4 | 0 | -3 | i | 1 | 3 | -6 | -2 | i
> O=C(NCCc1ccccc1)C(=O)NCC1OCCN1S(=O)(=O)c1ccc(Cl)cc1 (stereo not drawn)
    -6 | 0 | 2 | i | 7 | -1 | -10 | 4 | i
> O=C(COc1ccccc1F)NCCc1ccc2c(c1)OCCO2
    -12 | 2 | -6 | i | 15 | 2 | -1 | -1 | i
> CN(C)c1ccc(NC(=O)C2C3C=CC(C3)C2C(=O)O)cc1 (stereo not drawn)
    18 | 2 | -3 | i | 24 | 7 | 0 | 16 | i

Screens deposited in PubChem by several laboratories.
